Screens: PubChem BioAssay, several laboratories
INS promoter inh: inhibitors of insulin promoter-driven GFP, primary screen, imaging, TRM-6 cells (human fetal islet line), eGFP reporter, cell count. reporter expression induced with tamoxifen. inhibition, % at 2 µM. hit rate 0.9% among 130,000. AID 1273, 2008;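 active = inhibition above the mean plus 3 SD, with well images judged a real hit on visual review, cut at about 60% in these data, passing the limit was not always enough; inconclusive = inhibition over the cutoff but images rejected on review; inactive = inhibition not above the cutoff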
sdo1 growth: growth rescue of sdo1-depleted yeast, primary screen, S. cerevisiae, bone marrow failure model; S. cerevisiae sdo1-depleted JHY4D growth rescue, OD600 30 h; stronger effect = higher value; pdr5 snq2 efflux-pump mutant strain; z-score at 10 µM; AID 817, 2007; hit rate 0.21% among 140,000;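 active = z-score above 3 at both the 24 hr and the 30 hr optical density reads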;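 also: z-score against mean and SD of all compound wells on the same plate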
sdo1 growth Rescue 24 h: recorded beside sdo1 growth, whose call it bears; z-score; S. cerevisiae sdo1-depleted JHY4D growth rescue, OD600; measured here: growth rescue at 24 h;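 0 is the plate mean of compound wells and units are plate SD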
* = called active by the depositor; ? = inconclusive; nt = no result given.

SMILES | INS promoter inh | sdo1 growth | sdo1 growth Rescue 24 h
COc1ccc(C2(O)CCN(CC(=O)Nc3nccs3)CC2)c(OC)c1 | nt | 0.14 | 0.84
CCN(c1ccccc1)S(=O)(=O)c1cc(C(=O)Nc2cccc(Cl)c2)ccc1F | 34.4 | -0.77 | -0.94
Cc1cc(C)n(C(=O)c2nn(C)c(C)c2[N+](=O)[O-])n1 | 40.0 | 0.79 | 0.29
CC(NC(=S)Nc1ccc(S(N)(=O)=O)cc1)c1ccc2c(c1)OCO2 (stereo not given) | 23.7 | 0.77 | 0.95
Cc1cnc(NC(=O)CSc2nnc(C)n2N)s1 | -14.3 | 0.14 | 0.08
CC1(C)c2ccccc2N2CC(=O)N(CC(N)=O)C21C (stereo not given) | -6.1 | 0.49 | -0.5
COC(=O)/C(=C/Nc1ccccc1)[N+](=O)[O-] | 50.0 | 2.51 | 2.73
CCCCCCOC(=O)C[N+](C)(C)CCOC1CC2CCC1(C)C2(C)C (stereo not given) | -26.9 | -2.29 | -1.71
N#CC(C(=O)c1ccco1)c1ccccn1 (stereo not given) | 22.2 | 0.81 | 0.6
CCCC(=O)Nc1ccc(NC(=O)c2ccco2)c(OC)c1 | -15.2 | 1.24 | 1.21
Cc1ccc(NC(=O)C(=O)NNC(=O)c2ccccc2C)cc1Cl | 22.6 | 1.23 | 0.9
CCOC(=O)NC1(NCc2ccccc2)Oc2ccccc2O1 | -66.7 | -0.76 | -1.17
O=C(O)C1CCCCC1C(=O)Nc1ccc(Cl)cc1Cl (stereo not given) | nt | 0.29 | -0.01
O=[N+]([O-])c1cc(S(=O)(=O)N2CCCC2)ccc1NCCc1ccccc1 | -32.5 | -1.53 | -1.09
CCOC(=O)c1cc(-c2cc3ccccc3o2)nc2c1c(=O)[nH]c(=O)n2CCOC | 2.8 | 0.26 | 1.7
COc1cc2c(cc1OC)CN(C(=O)NS(=O)(=O)c1ccc(C)cc1)CC2 | nt | 0.98 | 0.99
Nc1nc(-c2cc(Cl)cc(Cl)c2OC(F)F)cs1 | 41.2 | nt | nt
NC(=O)c1ccccc1OCC(=O)NS(=O)(=O)c1ccc(Cl)cc1 | 43.7 | -0.08 | -1.18
COc1ncnc2sc3c(c12)CCCC3 | -7.7 | 0.7 | 0.09
CCCCn1c(-c2csc(C(C)C)c2)n[nH]c1=S | -16.7 | -1.73 | -1.82

Five successive entries from above, for reference:
SMILES | INS promoter inh | sdo1 growth | sdo1 growth Rescue 24 h
COc1cc2c(cc1OC)CN(C(=O)NS(=O)(=O)c1ccc(C)cc1)CC2 | nt | 0.98 | 0.99
Nc1nc(-c2cc(Cl)cc(Cl)c2OC(F)F)cs1 | 41.2 | nt | nt
NC(=O)c1ccccc1OCC(=O)NS(=O)(=O)c1ccc(Cl)cc1 | 43.7 | -0.08 | -1.18
COc1ncnc2sc3c(c12)CCCC3 | -7.7 | 0.7 | 0.09
CCCCn1c(-c2csc(C(C)C)c2)n[nH]c1=S | -16.7 | -1.73 | -1.82

(next part)
SMILES | INS promoter inh | sdo1 growth | sdo1 growth Rescue 24 h
O=c1[nH]c2ccccc2[n+]([O-])c1-c1ccccc1 | 33.3 | nt | nt
CCOC(=O)CC1COCCN1Cc1cn(C)nc1-c1ccccc1F (stereo not given) | 26.7 | nt | nt
CC(O)C1CCC2C3CC[C@H]4CC(O)CCC4(C)C3CC3(OCCO3)C12C (stereo not given in full) | 8.3 | -1.45 | -0.71
CC1CCCCC1NC(=O)C1CCN(S(=O)(=O)c2cccc3nsnc23)CC1 (stereo not given) | 0.0 | 0.19 | 0.52
O=C(Oc1cccc2c(O)cccc12)c1ccccc1 | nt | -2.13 | -1.53
O=C(c1ccncc1)N1N=C2CCCCCC2C1(O)C(F)(F)F (stereo not given) | -7.1 | nt | nt
CC(C)CNC(=O)CCc1c[nH]c2ccccc12 | 13.2 | 1.04 | 0.55
O=C1Nc2ccccc2S/C1=C/NCc1ccccc1Cl | 63.6 | nt | nt
O=C(c1ccccc1)C1CN(c2ccccc2)CC1c1ccc(Cl)cc1 (stereo not given) | nt | -0.57 | -0.24
Cc1ccc2nc(SCc3nnc(-c4ccccc4)o3)[nH]c2c1 | -22.2 | -1.05 | -1.52
CCC(=O)c1coc2ccc(O)cc12 | 31.2 | nt | nt
O=C(Nc1nc(-c2ccc(Cl)s2)cs1)c1ccncc1 | -3.0 | 0.67 | 0.88
Cc1ccc(C(=O)C2=C(O)C(=O)N(Cc3ccccc3)C2c2cccnc2)o1 (stereo not given) | -14.7 | 0.58 | 0.06
CC(C)N1C(=O)c2ccc(C(=O)O)cc2C1=O | -36.4 | 0.18 | -0.19
CC(C)N(Cc1nc(-c2ccc(Cl)cc2)no1)C(=O)CN(C)S(=O)(=O)c1ccc(Cl)cc1 | -50.7 | -1.74 | -1.25
O=C(Nc1ccccc1)C1=C(N2CCOCC2)/C(=C/c2cccnc2)CC1 | -31.0 | 0.29 | -0.14
O=c1[nH]c(N/N=C/c2ccccc2)nc2ccccc12 | -13.0 | 1.34 | 2.49
Cc1ccc(C2=NN3C(C(=O)c4ccccc4)Oc4ccccc4C3C2)cc1 (stereo not given) | 15.9 | -0.74 | -0.33
CC(C)Cc1nc(SCC(=O)Nc2ccc(S(N)(=O)=O)cc2)n[nH]1 | 41.7 | 1.07 | 1.11
CCCC(=O)NC1C2CC3CC(C2)CC1C3 (stereo not given) | 45.0 | -0.17 | -0.18
CCCNC(=O)C(Cc1ccccc1)NS(=O)(=O)c1ccc2c(c1)c(=O)n(C)c(=O)n2C (stereo not given) | nt | 0.4 | 0.3
CCCOc1cc(C)c(S(=O)(=O)NCCOC)cc1C | 27.3 | 0.17 | 0.09
CCCOc1ccc(NC(=O)C2CC(=O)N3CCCN=C3S2)cc1 (stereo not given) | -23.7 | 0.58 | 1.35
Cc1ccccc1S(=O)(=O)Cc1ccc(C(=O)NCc2cccnc2)o1 | 51.4 | 0.85 | 0.61
Cc1ccc(C)n1NC(=O)c1ccc([N+](=O)[O-])cc1 | 29.4 | nt | nt
CCSc1nc2ccccc2c(=O)n1OCC(=O)OC | 0.0 | 0.13 | 0.32
CC(c1ccccc1)C1C(C#N)=C(N)OC2=C1C(=O)CCC2 (stereo not given) | 45.5 | -0.04 | -1.09
O=C(NCCc1ccccc1)C(=O)c1c(-c2ccccc2)cc2ccccn12 | nt | -0.51 | -0.21
COCCN(CCOC)C(=O)CC(=O)N(CCOC)CCOC | -4.2 | 1.14 | 1.01
Cc1cccc(S(=O)(=O)c2c(N)n(/N=C/c3cccnc3)c3nc4ccccc4nc23)c1 | nt | -0.63 | 1.3
O=C(COC(=O)c1ccccc1NCc1ccco1)Nc1ccc2c(c1)OCO2 | 9.3 | -0.29 | 1.97
COc1ccccc1NS(=O)(=O)c1cccc(NC(=O)C2CC(=O)N(Cc3ccccc3)C2)c1 (stereo not given) | 0.0 | nt | nt
Cc1cccc(NC(=S)NC(NC(=O)c2ccco2)C(Cl)(Cl)Cl)c1 (stereo not given) | 28.6 | -0.37 | -1.54
Cc1cc(C)n(C(=O)CNc2ccccc2Cl)n1 | -100.0 | 0.48 | 0.11
COc1ccccc1OCC(=O)Nc1sc2c(c1C(=O)NCC1CCCO1)CCC2 (stereo not given) | -28.6 | -0.98 | -0.73
O=C(c1cc(Cl)c(=O)n(Cc2ccc(Cl)cc2)c1)N1CCOCC1 | 21.4 | -0.25 | -0.81
O=C1CC(c2cccc(Cl)c2)Cc2nc(N3CCN(c4ccccc4)CC3)ncc21 (stereo not given) | -17.9 | -1.71 | -0.88
COc1ccccc1NC(=O)c1oc2ccccc2c1NC(=O)c1cc(OC)c(OC)c(OC)c1 | -40.9 | nt | nt
O=C(c1cc([N+](=O)[O-])ccc1N1CCCCC1)N1CCCCC1 | -5.7 | -0.52 | -0.82
CCN1CCN(c2ccc(NC(=O)c3ccc(C#N)cc3F)cc2Cl)CC1 | -33.3 | nt | nt
Cc1nccc2[nH]c(=O)c(C(=O)NC3CCCCC3C)cc12 (stereo not given) | nt | 0.14 | 0.63
Nc1cccc(-c2nc3ccccc3s2)c1 | 13.0 | -0.67 | -0.48
CN1C(=S)SC(/[N+]([O-])=C\c2ccco2)C1(C)C (stereo not given) | -40.0 | 1.65 | 1.21
CN1C(=O)c2ccccc2C(C(=O)NCC2CCCO2)C1c1c[nH]c2ccccc12 (stereo not given) | 24.1 | 0.82 | 0.77
COc1cc(C(=O)OCc2cc3ccccc3[nH]c2=O)cc(OC)c1OC | -21.1 | -0.75 | 0.25
Cc1ccc2[nH]c(=O)c(CNS(=O)(=O)c3ccccc3)c(-c3ccccc3)c2c1 | -53.3 | -0.77 | -0.92
CCCN(CCC)C(=O)CSc1nc2ccccc2c(=O)n1CC1COc2ccccc2O1 (stereo not given) | 25.7 | -1.68 | -0.95
COc1ccccc1Nc1ccc(C(=O)O)cc1[N+](=O)[O-] | 8.3 | nt | nt
CCOc1ccccc1NS(=O)(=O)c1cn(C)nc1C | -52.6 | nt | nt
CCOc1ccc2[nH]c(=O)c(CN(Cc3cccs3)C(CC)c3nnnn3C(C)(C)CC)cc2c1 (stereo not given) | -53.9 | -0.66 | -0.66
CCOC(=O)N1CCN(c2nc(-c3cccc(OC)c3)cc(C(F)(F)F)n2)CC1 | -13.3 | -0.93 | -1.23
O=C1CCN(C(=O)c2ccccc2)C2CCCCC12 (stereo not given) | nt | 0.12 | -0.8
Cc1ccc(N=C(NOC(=O)c2ccccc2)c2nonc2N)c(C)c1 | -9.3 | -2.07 | -1.84
O=C(NN1CCCCC1)c1ccccc1 | 28.6 | 1.1 | 0.83
CCN(CC)S(=O)(=O)c1ccc2oc(C(=O)NCC3COc4ccccc4O3)c(C)c2c1 (stereo not given) | -15.6 | -0.46 | -0.53
CCOC(=O)c1c(NC(=O)CSc2nnnn2-c2ccc3c(c2)OCCO3)sc(C)c1C | 62.5 | -0.4 | 0.3
Cc1cc(C)nc(NS(=O)(=O)c2ccc(NC(=O)CCN3C(=O)c4ccccc4C3=O)cc2)n1 | -14.3 | 0.61 | 0.26
Cc1cc([N+](=O)[O-])ccc1NC(=O)c1ccc(NC(=O)C(C)C)cc1 | 30.0 | nt | nt
CC1=C(C)C(=O)N(c2ccccn2)C1=O | -57.1 | 0.74 | 0.36
Cc1ccc(SC(C)C(=O)Nc2ccccc2C(=O)N2CCOCC2)cc1 (stereo not given) | -82.9 | 0.97 | 1.38

Continuation.
SMILES | INS promoter inh | sdo1 growth | sdo1 growth Rescue 24 h
COc1ccc(C(=O)NC(C(=O)NCC2CCCO2)C(C)C)cc1 (stereo not given) | 81.8* | nt | nt
COC(=O)/C=C/C(=O)N1CCN(c2ccccc2)CC1 | 33.3 | 0.81 | -0.37
COc1ccc(-c2cc(C(=O)O)c(C)o2)cc1OC | 6.5 | -0.02 | -0.11
CCN(CC(=O)Nc1c(C(=O)OC)[nH]c2ccccc12)c1ccc2c(c1)OCO2 | 31.0 | -0.96 | -0.57
COC(=O)CCn1c(C)cc(C(=O)COc2ccccc2C(N)=O)c1C | 0.0 | nt | nt
Cc1cc(-c2ccccc2)nc(N(C)NC(=O)c2ccc(Cl)cc2)c1S(C)(=O)=O | 41.9 | -2.02 | -1.57
O=C(Cn1c(=O)n2ncnc2c2c3c(sc21)CCCC3)c1ccccc1 | -21.6 | -0.88 | -0.65
CN(C)CCCN(C(=O)c1sc2ccccc2c1Cl)c1nc2c(F)cccc2s1 | nt | -0.99 | -0.8
COc1ccc(OCC(=O)N2CCN(c3cccc(Cl)c3)CC2)cc1 | 20.7 | -0.35 | -0.09
O=C(Nc1ccc(Cc2ccncc2)cc1)C1CCC(N2C(=O)C3C4C=CC(C4)C3C2=O)CC1 (stereo not given) | 42.0 | -0.88 | -0.81
COc1ccccc1-c1c(C#N)c(N)nc2c1CCc1ccccc1-2 | -9.1 | -1.36 | -1
Cc1ccsc1/C=N/N=C1\C(=O)Nc2ccccc21 | 9.4 | -0.58 | -0.18
CN(C)c1ccc(NS(=O)(=O)c2cccc(Cl)c2)cc1 | 10.7 | -0.51 | -0.64
CCCN(CCC)S(=O)(=O)c1cc(Br)cc2c1N(C(=O)CC)CC2 | nt | -1.51 | -1.14
CCc1ccccc1NC(=O)CN(C)C(=O)CSc1nn(-c2ccc(F)cc2)c(=S)s1 | nt | 0.95 | 1.21
CCOC(=O)C1CCCN(CC(=O)Nc2c(C(=O)OC)[nH]c3ccc(Br)cc23)C1 (stereo not given) | -3.1 | -1.35 | -0.77
O=C(c1ccc(S(=O)(=O)c2ccc(F)cc2)c([N+](=O)[O-])c1)N1CCCCCC1 | 27.0 | -0.08 | 0.07
CCOc1ccc(C(=O)N2CCn3c2nc2ccccc23)cc1 | 18.8 | nt | nt
Cn1c(=O)cc(SCC(=O)NCC2CCCO2)c2ccc(Cl)cc21 (stereo not given) | ? | 1.51 | 0.95
COc1ccc(-c2csc(NC(=O)CC(C)C)n2)cc1 | -276.9 | -0.86 | -0.97
Cc1cc(=O)[nH]c(SCC(=O)Nc2ccc(C(=O)O)cc2)n1 | 44.8 | 0.7 | 0.85

Grouped by structure: the entries above containing a cyano group (four)
SMILES | INS promoter inh | sdo1 growth | sdo1 growth Rescue 24 h
N#CC(C(=O)c1ccco1)c1ccccn1 (stereo not given) | 22.2 | 0.81 | 0.6
CC(c1ccccc1)C1C(C#N)=C(N)OC2=C1C(=O)CCC2 (stereo not given) | 45.5 | -0.04 | -1.09
CCN1CCN(c2ccc(NC(=O)c3ccc(C#N)cc3F)cc2Cl)CC1 | -33.3 | nt | nt
COc1ccccc1-c1c(C#N)c(N)nc2c1CCc1ccccc1-2 | -9.1 | -1.36 | -1
